TTR transcr act = activators of transthyretin transcription; SH-SY5Y TTR promoter Gaussia luciferase, luminescence; 100% = recombinant luciferase protein wells; activation, % at 16.7 µM; hit rate 1.3% among 92,000;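 active = activation above the mean of all tested compounds plus 3 SD, cut at about 9.5% in these data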;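 also: cells exposed to compounds for one day before reading; 0% = median of all test compound wells on the plate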
An asterisk follows results filed as active. An excerpt (hit frequency here may not be typical).

molecule	TTR transcr act
O=C(Nc1ccc(O)cc1)c1c(O)c2c([nH]c1=O)CCCC2	-2.0
CC1=C(C(N)=O)C(c2cccc(OCc3ccccc3)c2)n2nnnc2N1 (stereo unspecified)	-2.3
COc1ccccc1C(=O)Nc1ccc(OCC(=O)N2CCCCC2)cc1	-2.9
O=C(CNC(=O)c1ccc(Cl)cc1)N/N=C/C=C/c1ccccc1	-2.0
COc1ccc(CN2CCNC(=O)C2CC(=O)NC2CCC2)c(OC)c1 (stereo unspecified)	0.7
Clc1ccc(CCNc2nc3ccccc3s2)cc1	-0.2
O=C(c1sc2ccccc2c1Cl)N(Cc1ccccc1Cl)C1CCS(=O)(=O)C1 (stereo unspecified)	-2.0
CCOc1ccc(CCNC(=O)CCc2nc(-c3ccc(OC)cc3)no2)cc1OCC	-1.0
COc1ccc(-n2cnnc2SCC(=O)NC2CCCc3ccccc32)cc1 (stereo unspecified)	1.6
O=C(O)C1Cc2[nH]cnc2C(c2cccc([N+](=O)[O-])c2)N1 (stereo unspecified)	0.1
CC1CCN(c2ccc(C(=O)Nc3ccc4c(c3)OCO4)cc2[N+](=O)[O-])CC1	-0.2
C=CCNC(=O)COC(=O)c1c2c(nc3ccccc13)CCC2	1.6
O=C(C1CCC1)N1CCc2cc(S(=O)(=O)Nc3ccc4c(c3)OCO4)ccc21	-1.4
CC(=O)Nc1ccc(NC(=O)C(C)OC(=O)CCN=C2NS(=O)(=O)c3ccccc32)cc1 (stereo unspecified)	-0.7
C/C(=N\NC(=O)NC1CCCCC1)c1ccco1	-1.3
CCOc1ccc(NC(=O)C2CCCN(C(=O)NCc3ccccc3)C2)cc1 (stereo unspecified)	11*
Cc1cc(C)c2c(c1)-c1c(ssc1=S)C(C)(C)N2C(=O)CSc1nncn1C	-7.3
Cc1cc(C)c(S(=O)(=O)N2CCOC2CNC(=O)C(=O)NCCN2CCOCC2)c(C)c1 (stereo unspecified)	3.5
COC(=O)Cc1c(C)c2ccc(OCC(=O)N3CCOCC3)cc2oc1=O	-0.1
NC(=O)c1ccc(NC(=O)COC(=O)c2c3c(nc4ccccc24)/C(=C\c2ccc4c(c2)OCO4)CCC3)cc1	-2.9
COc1ccc(C(=O)Nn2c(C)nc3ccccc3c2=O)c(OC)c1	1.8
Cc1cccc(NC(=S)N(CCCN2CCOCC2)Cc2ccccn2)c1	1.2
CCOc1ncccc1C(=O)OCC(=O)Nc1cccc(S(=O)(=O)N2CCCCCC2)c1	-3.1
O=C(CN1CCOCC1)Nc1ncc(Br)cc1Br	-4.4
CSCCC(NS(=O)(=O)c1ccc(C)cc1C)C(=O)Nc1cccnc1 (stereo unspecified)	0.6
CCOc1ccc(Cn2c(=O)oc3ccccc32)cc1	-1.5
O=C(C(Cl)c1ccccc1)N1CCCC1 (stereo unspecified)	-0.3
COc1ccc(N2CCN(C(=O)COC(=O)c3nc(Cl)ccc3Cl)CC2)cc1	-0.3
CCCCCCCCN1C(=O)[C@@H](CC(=O)NCC23CC4CC(CC(C4)C2)C3)C[C@@]2(C(=O)OC)C1=C[C@H](C(C)C)O[C@@H]2C1CC1	1.0
CCCNC(=O)CCc1nnc2ccc(N3CCC(C)CC3)nn12	0.8
O=C(NCC(c1ccco1)N1CCOCC1)c1cccc([N+](=O)[O-])c1 (stereo unspecified)	0.0
OC(CN1CCN(c2ccccn2)CC1)Cn1c2ccc(Cl)cc2c2cc(Cl)ccc21 (stereo unspecified)	36*
O=C(NCCN1CCOCC1)c1ccccc1Cl	-1.3
O=C1OCC(CO)(CO)N=C1NNc1ccc(Cl)c(Cl)c1	0.5
CCOc1ccc(NC(=O)CSc2nnc(C)n2CC)cc1	-0.9
Cc1ccc2c(c1)cc(CN(Cc1ccc3c(c1)OCO3)C(=O)c1ccccc1)c1nnnn12	-2.0
CC(C)(C)c1cc(C(=O)NC2CC2)n(Cc2ccc(F)cc2)n1	9.7*
COC(=O)C(C)N(c1ccc(OC)cc1)S(C)(=O)=O (stereo unspecified)	0.4
CCOC(=O)c1[nH]c2ccccc2c1NC(=S)Nc1ccccc1	1.6
CN(C(=O)c1cccc(NC(=O)Cc2ccc(NC(=O)C3CCCN(C(=O)CCc4ccccc4)C3)cc2)c1)C1CCCC1 (stereo unspecified)	-5.0
O=C(Nc1cccc(C(F)(F)F)c1)OC1CC2CC1[C@H]1CCCCN1[C@H]2Cc1ccccc1 (stereo partly specified)	4.2
COc1ccc(S(=O)(=O)N2CCC(Cc3ccccc3)CC2)cc1C(N)=O	-0.8
OCC(O)C1OC(Nc2ccc(Cl)cc2)C(O)C1O (stereo unspecified)	4.8
COc1ccc(NS(=O)(=O)c2cccc(NC(=O)CCC(=O)c3cccs3)c2)cc1	2.1
O=S(=O)(c1ccc2ccccc2c1)N1CCN(S(=O)(=O)c2c(F)cccc2F)CC1	2.9
CC(C)Oc1cc(NC(=O)CS(=O)CC(=O)N(C)C)c(Cl)cc1Cl (stereo unspecified)	2.2
COC(=O)c1nn2c(C(F)(F)F)cc(-c3ccc(Br)o3)nc2c1Br	-1.8
CCCNc1cc(C)oc(=O)c1C(=O)CC	-0.9
CSc1ccc(/C=C(\C(=O)O)c2ccc(S(=O)(=O)N3CCCCC3)s2)cc1	3.2
Cc1ccc(NC(=O)CSc2nnc3c(n2)[nH]c2ccccc23)cc1	-1.1
O=C(NC1CCCC1)C(c1cccnc1)N(Cc1ccc(F)cc1)C(=O)c1csnn1 (stereo unspecified)	0.5
O=C(COc1cc(F)ccc1[N+](=O)[O-])NCCN1C(=O)CSC1=O	0.0
CC(=O)c1ccc(NC(=S)N2CCN(C(=S)Nc3ccc(C(C)=O)cc3)C(C)C2)cc1 (stereo unspecified)	0.5
COC(=O)c1ccc(S(=O)(=O)NCc2ccco2)n1C	-1.6
CSc1ccccc1C(=O)Nc1ncn[nH]1	2.5
OC(c1cccc(CN2CCCCC2)c1)c1ncc(-c2cccc3ccccc23)[nH]1 (stereo unspecified)	-1.3
O=C(NC1CCCCC1)C(c1ccnc2ccccc12)N1CCOCC1 (stereo unspecified)	0.0
CSCCC(NC(=O)c1ccccc1Br)C(=O)N1CCCC(C(F)(F)F)C1 (stereo unspecified)	3.2
O=C1/C(=C\c2ccsc2)NC(=S)N1c1ccccc1	0.7
CCC(=O)Nc1nnc(CSCc2ccccc2)s1	0.6

Among those listed so far, these contain a COOH group.
molecule	TTR transcr act
O=C(O)C1Cc2[nH]cnc2C(c2cccc([N+](=O)[O-])c2)N1 (stereo unspecified)	0.1
CSc1ccc(/C=C(\C(=O)O)c2ccc(S(=O)(=O)N3CCCCC3)s2)cc1	3.2

Remaining list, next part:
molecule	TTR transcr act
O=C1CC(C(=O)Nc2ccccc2)C2(CCCCC2)O1 (stereo unspecified)	3.6
CCc1ccccc1OCC(=O)Nc1ccc(C)c(S(=O)(=O)N2CCCCCC2)c1	-2.0
CCCCNS(=O)(=O)c1ccc2c(c1)oc(=O)n2CC(=O)OCC	0.1
COC(=O)C(Cc1ccc(O)cc1)NC(=O)C1CCN(S(=O)(=O)c2ccc(C)cc2)CC1 (stereo unspecified)	0.7
O=C(Cc1ccc(Br)cc1)N/N=C/c1ccc(-c2cccc(C(=O)O)c2)o1	-1.1
O=[N+]([O-])c1ccc(CN2CC(N3CCCC3)CS2(=O)=O)cc1 (stereo unspecified)	2.3
C[C@@H]1CN([C@@H](C)CO)C(=O)CCCn2cc(nn2)CO[C@H]1CN(C)C(=O)Nc1ccc(N2CCN(C)CC2)cc1	1.6
OCCN1CCN(Cc2cc(Cl)c3cccnc3c2O)CC1	-1.2
COC(=O)c1ccccc1NC(=O)C1CCCN(S(C)(=O)=O)C1 (stereo unspecified)	-2.7
NCCN=C1NS(=O)(=O)c2ccccc21	1.2
COC(=O)c1c(C(=O)OC)c2n(c1C)CCS2	4.9
CCCCn1c(SCc2nc(N)nc(Nc3ccccc3C)n2)nc2ccccc2c1=O	-1.9
Cc1ccc2sc(NC(=O)CN3C(=O)c4ccccc4C3=O)nc2c1C	-1.9
C[C@H](NC(N)=O)C(=O)Nc1ccc(OCc2ccccc2)cc1	-3.0
CNC(=S)Nc1ccc(Cc2ccncc2)cc1	2.0
c1nc(C2CCCCC2)cc2cc3c(cc12)OCO3	-1.4
CN1CCN(c2ccccc2NC(=O)c2ccc(N3CCCCC3)c([N+](=O)[O-])c2)CC1	0.8
CN(C(=O)C1Cc2c(-c3ccc(Cl)cc3)ccnc2O1)c1ccccc1 (stereo unspecified)	-1.7
CC(=O)c1cccc(NC(=O)c2cc(C)no2)c1	-0.1
O=C(Nc1ccccc1)OCCCCOC(=O)Nc1ccccc1	1.8
O=C1NCCN1CCNS(=O)(=O)c1cc(C(F)(F)F)cc(C(F)(F)F)c1	3.9
O=C(c1cnn2c(C(F)F)cc(C3CC3)nc12)N1CCc2ccccc2C1	-3.5
CN(CC(=O)Nc1ccccc1Cl)C(=O)COC(=O)CNC(=O)c1ccc(Br)o1	-1.2
CCN1CCN(C(=S)NCCOC)CC1	0.9
CN(C)c1ccc(SC#N)cc1	0.5
O=C1Nc2cc(C(=O)N3CCN(c4ccc(F)cc4)CC3)ccc2NC1CSCc1cccc(F)c1 (stereo unspecified)	0.4
CC(=O)Nc1ccc(NC(=O)c2ccccc2N(C)S(=O)(=O)c2ccc(C)cc2)cc1	0.4
COc1ccc(C(CNC(=O)c2cc(F)c(F)c(F)c2F)N2CCOCC2)cc1 (stereo unspecified)	0.0
Nc1c(N2CCN(c3ccccc3)CC2)c2ccccc2oc1=O	-0.6
CCc1ccc(OCCCC(=O)NCc2ccco2)cc1	0.2
O=C(NC1(O)C(=O)c2ccccc2C1=O)c1c(Cl)cccc1Cl	-1.2
COCc1cc(C)nc(SCC[N+](C)(C)CC(=O)Nc2cccc(C(F)(F)F)c2)c1C#N	6.1
CCC(C)(C)NC(=O)C(c1ccccc1F)N(Cc1ccco1)C(=O)Cn1nnc2ccccc21 (stereo unspecified)	5.7
Cn1c(OCc2cccnc2)nc2c1c(=O)n(Cc1ccc(Cl)cc1)c(=O)n2C	2.8
Cc1ccc(NC(=O)c2ccc(CSc3ccccn3)cc2)c(O)c1	-3.6
COc1ccccc1OCC(O)CNCc1ccc2c(c1)OCO2 (stereo unspecified)	0.8
CC(CNC(=O)c1ccc(N)cc1)NC(=O)c1ccc(N)cc1 (stereo unspecified)	1.1
O=C1NC(Cc2ccccc2)c2nc3cc(F)ccc3c(=O)n2-c2ncccc21 (stereo unspecified)	1.7
CN(C(=O)COC(=O)c1sc2ccccc2c1Cl)C1CCCCC1	2.4
Cc1cnc(C(=O)OCC(=O)c2cc(C)n(C)c2C)cn1	-1.5
CCN(CC)S(=O)(=O)c1ccc(N=Nc2c(N)[nH]c(=O)[nH]c2=O)cc1	0.1
CCOC(=O)N1CCN(c2c(NCCCN3CCCCCC3)c(=O)c2=O)CC1	3.8
COC(=O)c1cc(S(=O)(=O)N2CCN(c3ccc([N+](=O)[O-])cc3)CC2)c[nH]1	-2.3
O=C(N/N=C/c1cc(Br)cc(Br)c1O)c1cccc(S(=O)(=O)N2CCOCC2)c1	-0.8
Cc1nn(CCC#N)c(NC(=O)c2ccccc2)c1P(=O)(Nc1ccc(Br)cc1)N1CCOCC1 (stereo unspecified)	-2.2
COC(=O)c1ccc(NC(=S)N2CCCC2)cc1	-0.6
CNc1nc(-c2ccc3c(c2)CCN3C(=O)c2cccc(F)c2)cs1	-3.4
CCOC(=O)[C@@]12CCCC=C1N(CCc1ccc(Cl)cc1)C(=O)[C@H]2CC(=O)N1CCCCC1	-2.5
N/C(=N\OC(=O)COc1ccccc1)c1ccncc1	3.8
Cc1ccc(C(=O)NC(Cc2ccccc2C(F)(F)F)C(=O)O)cc1 (stereo unspecified)	-0.5
Cc1c(C(=O)NC(=S)Nc2ccc(NC(=O)c3cccs3)cc2)cccc1[N+](=O)[O-]	-3.1
COC(=O)c1ccccc1NC(=O)N1CCN(c2ccc(OC)cc2)CC1	-0.7
COc1cc(/C=N/NC(=O)/C(=C\c2ccc3c(c2)OCO3)NC(=O)c2ccccc2)ccc1O	0.8
COc1ccc2c(c1)SC1=NCCS(=O)(=O)N12	-1.1
COc1ccc(-c2cn[nH]c2C)cc1	0.8
COc1ccc(NC(=O)C2CCCN2C(=O)Oc2ccccc2)cc1 (stereo unspecified)	-1.6
CCN(CC)S(=O)(=O)c1ccc(Cl)nc1	5.8
OC(CN1CCN(c2cccc(Cl)c2)CC1)c1ccc(F)cc1 (stereo unspecified)	0.0
CCCCOc1ccc(C(=O)NCC2(c3ccc(OC)cc3)CCOCC2)cc1	0.3
COC(=O)C(CSCc1ccccc1)NC(=O)CCNC(=O)OCc1ccccc1 (stereo unspecified)	14*
Cc1onc(COc2ccccc2O)c1Br	0.2
CCOC(=O)c1ccc(NC(=O)CN2C(=O)NC3(CCCCCC3)C2=O)cc1	-1.3
COc1ccccc1NS(=O)(=O)N(C)C	1.9

Molecules shown so far with bromine:
molecule	TTR transcr act
O=C(CN1CCOCC1)Nc1ncc(Br)cc1Br	-4.4
COC(=O)c1nn2c(C(F)(F)F)cc(-c3ccc(Br)o3)nc2c1Br	-1.8
CSCCC(NC(=O)c1ccccc1Br)C(=O)N1CCCC(C(F)(F)F)C1 (stereo unspecified)	3.2
O=C(Cc1ccc(Br)cc1)N/N=C/c1ccc(-c2cccc(C(=O)O)c2)o1	-1.1
CN(CC(=O)Nc1ccccc1Cl)C(=O)COC(=O)CNC(=O)c1ccc(Br)o1	-1.2
O=C(N/N=C/c1cc(Br)cc(Br)c1O)c1cccc(S(=O)(=O)N2CCOCC2)c1	-0.8
Cc1nn(CCC#N)c(NC(=O)c2ccccc2)c1P(=O)(Nc1ccc(Br)cc1)N1CCOCC1 (stereo unspecified)	-2.2
Cc1onc(COc2ccccc2O)c1Br	0.2
